Screening data: PubChem, National Center for Advancing Translational Sciences (NCATS)
aSyn yeast rescue: qHTS of alpha-syn Inhibitors: NCGC Sytravon Library Screen. actives 0.02% (n = 94,000). S. cerevisiae alpha-synuclein toxicity rescue, BacTiter-Glo growth, 24 h. Potency, µM (titrated, usually from 46.1 µM), inactives show at the highest dose growth rescue (activation), hits mostly activators; active = well fitted activation curve with a large enough effect; note: 0% is about no effect
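Growth restoration measured by BacTiter-Glo luminescence after 24 hr at 30 deg C; alpha-synuclein yeast, raffinose-pregrown to mid-log, were added at OD600=0.02 in galactose medium onto pinned compounds.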
Starred values were filed as active, the others as inactive; [ ] = remark or other dose. Potency is the fitted concentration of half-maximal effect. These rows are one share of the data (hit frequency here may not be typical).

Start of the data: the first 14 entries, to show the layout:
SMILES	aSyn yeast rescue
Cc1ccc(CNC(=O)CCn2ccc3cc(S(=O)(=O)N4CCCC4)ccc32)cc1	5%
Cc1cc(C)c(S(=O)(=O)NCCc2cc3cc(C)c(C)cc3[nH]c2=O)c(C)c1	-8%
CCS(=O)(=O)NC(C)C(c1cccs1)N1CCN(c2ccc(F)cc2)CC1 (stereo unspecified)	2%
Clc1cccc(-n2ncc3c(NC4CCCCCC4)ncnc32)c1	-21%
Cc1cc(C)n(CC(=O)N/N=C/c2cccs2)n1	4%
COC(=O)c1ccccc1NC(=O)CCS(=O)(=O)c1nc(-c2ccc3c(c2)OCO3)cc(C(F)(F)F)n1	-3%
COc1ccc([N+](=O)[O-])cc1NC(=O)COC(=O)c1ccccc1O	1%
COc1cc(C(CC(=O)NCc2ccccc2Cl)N2Cc3ccccc3C2=O)cc(OC)c1OC (stereo unspecified)	-4%
CCN(C(=O)CCS(=O)(=O)c1cccc2nonc12)c1ccc(F)cc1	12%
CCC(Oc1ccccc1)C(=O)Nc1ccc2oc(-c3ccc(OC)cc3)nc2c1 (stereo unspecified)	-5%
COc1ccc(CNC(=O)c2ccc(CS(=O)(=O)c3ccc(Br)cc3)o2)cc1	0%
CCCN(CCC)CCCNC(=O)Cn1ncc2c3ccccc3n(Cc3ccccc3F)c2c1=O	5%
Cc1ccccc1Cc1c(C)nc2nc(SCC(=O)NC(C)c3ccccc3)nn2c1C (stereo unspecified)	0%
CC(C)CCN1C(=O)CC(NNC(=O)c2ccc(S(=O)(=O)N3CCCC3)cc2)C1=O (stereo unspecified)	-2%

The listing, from the start:
SMILES	aSyn yeast rescue
Cc1ccc(CNC(=O)CCn2ccc3cc(S(=O)(=O)N4CCCC4)ccc32)cc1	5%
Cc1cc(C)c(S(=O)(=O)NCCc2cc3cc(C)c(C)cc3[nH]c2=O)c(C)c1	-8%
CCS(=O)(=O)NC(C)C(c1cccs1)N1CCN(c2ccc(F)cc2)CC1 (stereo unspecified)	2%
Clc1cccc(-n2ncc3c(NC4CCCCCC4)ncnc32)c1	-21%
Cc1cc(C)n(CC(=O)N/N=C/c2cccs2)n1	4%
COC(=O)c1ccccc1NC(=O)CCS(=O)(=O)c1nc(-c2ccc3c(c2)OCO3)cc(C(F)(F)F)n1	-3%
COc1ccc([N+](=O)[O-])cc1NC(=O)COC(=O)c1ccccc1O	1%
COc1cc(C(CC(=O)NCc2ccccc2Cl)N2Cc3ccccc3C2=O)cc(OC)c1OC (stereo unspecified)	-4%
CCN(C(=O)CCS(=O)(=O)c1cccc2nonc12)c1ccc(F)cc1	12%
CCC(Oc1ccccc1)C(=O)Nc1ccc2oc(-c3ccc(OC)cc3)nc2c1 (stereo unspecified)	-5%
COc1ccc(CNC(=O)c2ccc(CS(=O)(=O)c3ccc(Br)cc3)o2)cc1	0%
CCCN(CCC)CCCNC(=O)Cn1ncc2c3ccccc3n(Cc3ccccc3F)c2c1=O	5%
Cc1ccccc1Cc1c(C)nc2nc(SCC(=O)NC(C)c3ccccc3)nn2c1C (stereo unspecified)	0%
CC(C)CCN1C(=O)CC(NNC(=O)c2ccc(S(=O)(=O)N3CCCC3)cc2)C1=O (stereo unspecified)	-2%
CCn1nc(C)c2c(-c3ccccc3)cc(=O)n(C(C)C(=O)NCCC(C)C)c21 (stereo unspecified)	-4%
CCCCNC(=O)CSc1nnc(C)c2c(C)n(-c3ccccc3)nc12	-2%
O=C(CN1CCN(C(=O)C2CCN(C(=O)/C=C/c3ccccc3)CC2)CC1)Nc1ccccc1Cl	3%
O=C(CNC(=O)c1ccc(Cl)cc1)OCc1cc(=O)n2ccsc2n1	-2%
CS(=O)(=O)N1CCc2cc(C(=O)Nc3ccc(S(N)(=O)=O)cc3)ccc21	-5%
Cc1nn(C)cc1CN1CCCC(C(=O)c2ccc(-c3ccccc3)cc2)C1 (stereo unspecified)	12%
CC(C)Oc1ccc(C(=O)Nc2c(C(=O)Nc3cccc(F)c3)oc3ccccc23)cc1	9%
S=C(NCc1ccc2c(c1)OCO2)NC1CCN(Cc2ccccc2)CC1	3%
Cc1ccccc1CNC(=O)CCc1ccccc1	-5%
COc1cc(C2Nc3ccccc3-c3nnc(SCc4ccc(Cl)cc4)nc3O2)ccc1OCC(=O)O (stereo unspecified)	-9%
COc1cccc(NC(=O)c2csnn2)c1	-2%
O=C(CCn1nc(-c2ccc(Cl)cc2)ccc1=O)NCCc1ccccc1	-12%
Cc1ccc(CNc2nccn(-c3cc(C)cc(C)c3)c2=O)cc1	6%
CCOCCCn1c(SCc2ccccc2)nnc1-c1ccncc1	-2%
O=C(c1ccc2c(c1)N(Cc1ccccc1)C(=O)c1ccccc1S2(=O)=O)N1CCN(c2ccccn2)CC1	20%
O=C1C(Cc2ccc(O)cc2)NC(=S)N1C1CCCCC1 (stereo unspecified)	14%
COc1ccc(CCN2CC(C(=O)NCCCc3ccncc3)CCC2=O)cc1 (stereo unspecified)	-6%
Cc1ccc(NC(=O)C2CCCN(S(=O)(=O)c3c(C)n[nH]c3C)C2)cc1Cl (stereo unspecified)	1%
Cc1cccc(N(CC(=O)NCc2ccccc2)C(=O)CCC(=O)Nc2nccs2)c1	-6%
O=C(NC(O)C(=O)c1ccccc1)c1ccc(F)cc1 (stereo unspecified)	-2%
CCOC(=O)NC(=O)c1cn(Nc2ncc(C(F)(F)F)cc2Cl)c(=O)[nH]c1=O	3%
Cc1oc(-c2ccccc2Cl)nc1CS(=O)(=O)CC(=O)NCc1ccc(F)cc1	0%
CC(=O)Nc1cccc(C(=O)OCC(=O)c2ccc(S(=O)(=O)N3CCCCC3)cc2)c1	5%
CC(=O)N(C)C[C@@H]1Oc2ncc(Br)cc2C(=O)N([C@H](C)CO)C[C@@H]1C	-8%
Cn1nc(-c2ccc(C(=O)NCCO)cc2)c2ccccc2c1=O	-4%
CC(NC(=O)c1ccc(F)cc1Cl)C1CC2CCC1C2 (stereo unspecified)	-7%
Cc1cccc(N2CCN(c3nc4ccccc4c4nc(-c5ccccc5)nn34)CC2)c1C	-2%
O=C(O)c1nn(Cc2ncc(-c3cccc(Cl)c3)o2)c(=O)c2ccccc12	13%
CC1=C(C(=O)N2CCOCC2)CC(CC(=O)NC2CCCC2)C(=O)N1Cc1ccc(F)cc1 (stereo unspecified)	-3%
CC(C)c1ccc(NC(=O)c2ccc3c(c2)CCN3S(=O)(=O)c2ccccc2)cc1	2%
O=C(CSc1nnnn1C1CCCCC1)Nc1ccc(F)cc1	4%
O=C(Cc1ccc(Cl)cc1)N/N=C/c1ccc(O)c(O)c1	0%
COc1ccccc1N(C(=O)c1csnn1)C(C(=O)NC1CCCC1)c1ccccc1 (stereo unspecified)	4%
CC1CCCCN1C(=O)COc1ccccc1F (stereo unspecified)	9%
CCOC(=O)c1ccc(NC(=O)CCC(=O)N2CCSc3ccccc32)cc1	-15%
COc1ccc(OC(C)c2nc3ccccc3[nH]2)cc1 (stereo unspecified)	-16%
Next part:
SMILES	aSyn yeast rescue
CCOC(=O)CC1C(=O)NCCN1C(=O)COc1ccc(C(C)(C)C)cc1 (stereo unspecified)	8%
CC1=C(C(N)=O)C(c2cccc(C)c2)n2nc(-c3ccc(Cl)cc3)nc2N1 (stereo unspecified)	-4%
C[C@H]1CN([C@@H](C)CO)C(=O)c2cc(-c3ccccc3F)cnc2O[C@@H]1CN(C)C(=O)NC1CCCCC1	9%
COc1ccc(CC(=O)Nc2c(C(=O)Nc3ccccc3F)oc3ccccc23)cc1	2%
O=C(Cn1c(=O)nc(-c2ccccc2)c2ccccc21)NCCc1ccccc1	0%
CSc1ccc(S(=O)(=O)NCc2ccccc2C)cc1	16%
CCC(=O)N1CCc2cc(Br)cc(S(=O)(=O)NCCc3ccc(OC)c(OC)c3)c21	4%
Cc1ccc(CNC(=O)CCC(=O)N2CC(C)Sc3ccccc32)cc1 (stereo unspecified)	6%
COCCCNC(=O)Cn1cnc2sc(C)c(S(=O)(=O)N3CCC(C)CC3)c2c1=O	0%
Cc1ccc(NC(=O)c2ccc3oc(=O)c(S(=O)(=O)c4ccccc4)cc3c2)cc1C	-6%
O=C(c1nc2ccccn2c1CNCC1OCCc2ccccc21)N1CCOCC1 (stereo unspecified)	-11%
Cc1cc(C)cc(Nc2ncnc3c2nc2n3CCCC2)c1	0%
O=C(Cn1c(=O)n(Cc2ccc(C(=O)NCc3ccccc3Cl)cc2)c(=O)c2ccccc21)Nc1ccc(F)cc1	-6%
O=C(Nc1ccccc1N1CCCC1)c1cc(=O)[nH]c2ccccc12	-4%
CCCS(=O)(=O)NCCc1sc2nc(-c3ccc(Cl)cc3)nn2c1C	2%
COC(=O)c1ccc(CNC(=O)c2ccc(OC)c(S(=O)(=O)NC3CC3)c2)cc1	-7%
COC(=O)C=CSC(=S)C1CCCC1=N (stereo unspecified)	-18%
O=C(O)CC(NC(=O)C12CC3CC(CC(C3)C1)C2)c1cccc([N+](=O)[O-])c1 (stereo unspecified)	6%
O=C1C=CN(C2OC(CO)C(O)C2O)C(=O)C1 (stereo unspecified)	1%
CCOC(=O)c1c(NC(=O)C(C)Oc2ccc(Cl)c(C)c2)sc2c1CCCC2 (stereo unspecified)	18%
CC(C)CCN1CCN(Cc2cccn2-c2ccc(Cl)cn2)CC1CCO (stereo unspecified)	13%
CC(C)(C)C(=O)Nc1nc2nc(-c3ccccc3)cc(=O)n2[nH]1	7%
CC(C)CC1=NN(C(=O)c2ccncc2)C(O)(C(F)(F)F)C1 (stereo unspecified)	9%
Cc1cccc(N2CCN(c3ncnc4onc(C)c34)CC2)c1C	-6%
O=C(CN1C(=O)c2ccccc2Sc2ccc(C(=O)N3CCOCC3)cc21)Nc1ccc(Cl)cc1F	6%
CCc1ccccc1NC(=O)C1CCN(C(=O)N2CC(C)Oc3ccc(Cl)cc32)CC1 (stereo unspecified)	4%
CCN1CCN(CCCNC(=O)c2cnn(-c3ccccc3Cl)c2C2CCN(C(=O)OC(C)(C)C)CC2)CC1	8%
O=[N+]([O-])c1c(-c2cn[nH]c2)n[nH]c1-c1cn[nH]c1	-6%
COC(=O)c1ccncc1C(=O)Nc1ccc(Oc2ncc(C(F)(F)F)cc2Cl)cc1	12%
CN(CC(=O)Nc1cccc(Cl)c1)S(=O)(=O)c1ccc2[nH]c3c(c2c1)CCCC3	26%
Cc1cccn2c(NCc3ccc4c(c3)OCO4)c(-c3ccc(O)cc3)nc12	-5%
CCOc1ccccc1Nc1cc(C)nc2nnnn12	-8%
CCOc1ccc(CCNC(=O)c2ccc3c(c2)c(C)c(C)n3C)cc1	-7%
CCOc1ccccc1C(=O)NCC(=O)N(C)Cc1cccnc1	-6%
CCC(C(=O)Nc1cc(OC)ccc1OC)n1c(C)c2cnn(-c3ccccc3)c(=O)c2c1C (stereo unspecified)	1%
COc1ccc(C(=O)COC(=O)c2ccc(-n3cnnn3)cc2)c(OC)c1	-8%
C[C@H](CO)N1C[C@H](C)[C@@H](CN(C)Cc2cccc(O)c2)OCc2cnnn2CCCC1=O	7%
Cn1ccc2cc(S(=O)(=O)N3CCCC(C(=O)NCc4ccccc4)C3)ccc21 (stereo unspecified)	4%
O=S(=O)(/N=C(\c1ccc(Cl)cc1)N1CCOCC1)c1ccccc1	-2%
CC(C(=O)NC1CC1)c1ncc(C(F)(F)F)cc1Cl (stereo unspecified)	7%
Cc1ccccc1-n1c(SCC(=O)Nc2ccc(Cl)cc2Cl)nc(O)cc1=O	1%
COc1ccccc1N(C(=O)CNC(=O)c1ccco1)C(C(=O)NC1CCCCC1)c1ccncc1 (stereo unspecified)	4%
CC1=C(C(=O)Nc2ccccc2Br)C2(CCC(C)CC2)OC1=O (stereo unspecified)	-2%
CC(=O)c1cnn(-c2ccc(Cl)c(Cl)c2Cl)c1C	-3%
COc1ccc(OC)c(-c2nn(-c3ccccc3)cc2C(=O)NC2(C)CCS(=O)(=O)C2)c1 (stereo unspecified)	1%
Cc1cccc(NC(=O)Cn2cc(C(=O)c3ccco3)c3ccccc32)c1	-4%
CC12CCC(=O)N1C(C(=O)Oc1cccc(F)c1)CS2 (stereo unspecified)	9%
COc1cccc(-c2nnc(SCC(=O)N3CCCCC3)o2)c1	-7%
O=C(Cc1ccc(F)cc1)Nc1ccc(S(=O)(=O)N2CCCC2)cc1	-43%[inhibitor]
COc1ccc(N2CCN(c3ncnc4c3nnn4C)CC2)cc1	-8%
Remaining list, next part:
SMILES	aSyn yeast rescue
Cc1ccc(OCC(=O)N/N=C\c2ccc(O)cc2)c([N+](=O)[O-])c1	-3%
CC(C)(C)C1CCc2nc(NC(=O)c3ccc([N+](=O)[O-])cc3)sc2C1 (stereo unspecified)	-4%
Cc1ccc(S(=O)Cc2nc(-c3ccc(C(=O)NCc4cccc(C)c4)cc3)oc2C)cc1 (stereo unspecified)	-6%
CCOc1ccc(Cn2c(=O)oc3ccccc32)cc1	-8%
CCOC(=O)c1c(NC(=O)c2cccs2)sc(C(=O)N2CCOCC2)c1C	8%
O=S(=O)(NCc1ccc(Cl)cc1)c1ccc(-c2cnc(C3CC3)o2)cc1	-3%
COc1ccc(N2CCN(C(=O)COC(=O)c3nc(Cl)ccc3Cl)CC2)cc1	-6%
COc1ccc(NC(=O)c2cc(-c3cc(OC)c(OC)c(OC)c3)nc3ccccc23)c(OC)c1	-22%
O=C(CSCC(=O)N1CCOCC1)Nc1nc(-c2ccc3c(c2)OCO3)cs1	-13%
CCc1ccccc1NC(=O)CN(c1ccccc1)S(=O)(=O)c1ccsc1C(=O)OC	-2%
Cn1cc(S(=O)(=O)N2CCCCCC2)cc1C(=O)Nc1ccccc1F	5%
COc1cccc(SCC(=O)N2CCN(c3ccccc3)CC2)c1	3%
Cc1ccc(C)c(N2CCN(C(c3ccccc3)c3nnc(-c4ccccc4)o3)CC2)c1 (stereo unspecified)	5%
CN(CC(=O)Nc1ccc(F)cc1)CC(=O)N1CCc2ccccc21	10%
